Screening results (PubChem BioAssay)
TMEM16A act: TMEM16A chloride channel activators or potentiators, primary screen, cell-based, HTS; Anoctamin-1 (Mus musculus), Q8BHY3; HEK293 TMEM16A/YFP-H148Q/I152L, iodide quench fluorescence; active compounds read low; B-score at 10 µM; actives 0.3% (n = 340,000); AID 623877, 2012;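 active means fluorescence-ratio B-score plate-corrected deviation score at least 3 library SD below zero, with starting fluorescence score within 5 deviations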;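 further: channel opened by trigger with iodide after compound preincubation; score built on the fluorescence ratio of max minus min over baseline; more negative score means more quench and so TMEM16A activation or potentiation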
TRPC4 agonist: activators of mouse TRPC4 channel, primary screen, Fluo4 calcium, HEK293 TRPC4beta/mu-opioid cells; Short transient receptor potential channel 4 (Mus musculus), Q9QUQ5; Fluo4 calcium fluorescence; active compounds read high; B-score at 10 µM; actives 0.49% (n = 310,000);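 active means B-score above 5 SD of library B-scores, and initial fluorescence ratio not above library mean plus 5 SD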;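 further: positive B-score marks a calcium rise read as TRPC4 activation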
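System – HEK293 cells stably co-expressing mouse TRPC4beta and mu-opioid receptor · Signal – Fluo4 calcium-sensitive dye fluorescence, kinetic, 1 Hz baseline · Benchmarks – buffer (low) and maximal DAMGO (high) · Read-out – B score of integrated fluorescence ratio per well · Incubation – dye loading 45 min room temperature, 110 s kinetic read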
TRPC6 activator: mouse TRPC6 channel activators, primary screen, cell-based, HEK293, membrane potential dye | Short transient receptor potential channel 6 (Mus musculus), Q61143 | HEK293-TRPC6 membrane potential dye fluorescence; active compounds read high | B-score at 10 µM | actives 0.13% (n = 310,000) | AID 2550, 2010;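 active means B-score of the integrated fluorescence ratio above library mean plus 3 SD, and starting fluorescence ratio within library mean plus 5 SD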;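 further: higher score means more depolarization so channel activation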
TRPC4 potent: positive allosteric modulators of TRPC4, primary screen, cell-based, mouse TRPC4beta, HEK293 mu-opioid, Fluo-4 calcium. DAMGO EC20, Fluo-4 Ca2+ flux; active compounds read high. actives 0.42% (n = 310,000). B-score at 10 µM. Short transient receptor potential channel 4 (Mus musculus), Q9QUQ5;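 active means B-score of calcium response area above 5 SD of library B-scores, with initial fluorescence ratio within 5 SD of library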;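 further: B-score of integrated fluorescence ratio over time as area under calcium response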
TMEM16A inh: TMEM16A chloride channel inhibitors, primary screen, cell-based, HTS; Anoctamin-1 (Mus musculus), Q8BHY3; HEK293 TMEM16A/YFP iodide influx fluorescence, ionomycin; normalized B-score (activity score, 25-100; higher = stronger inhibition) at 10 µM; actives 1.2% (n = 310,000);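 active means ratio plate-corrected score three or more library SD toward inhibition, starting fluorescence score within five deviations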;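 further: score derived from kinetic fluorescence span divided by baseline fluorescence per well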
MrgX1 PAM: positive allosteric modulators of MrgX1, primary screen, HEK293 cells, Fluo-4 calcium flux; Mas-related G-protein coupled receptor member X1 (Homo sapiens), Q96LB2; actives 0.63% (n = 310,000); B-score at 10 µM; FDSS; active compounds read high;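 active means plate-corrected calcium response at least 3 library SD above typical, normal starting fluorescence, not activating the receptor alone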;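 further: compound read alongside a low EC10 to EC30 dose of BAM8-22 agonist; peak minus trough fluorescence over baseline measured at the second addition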
Target sequence (Q96LB2 whole entry, looked up): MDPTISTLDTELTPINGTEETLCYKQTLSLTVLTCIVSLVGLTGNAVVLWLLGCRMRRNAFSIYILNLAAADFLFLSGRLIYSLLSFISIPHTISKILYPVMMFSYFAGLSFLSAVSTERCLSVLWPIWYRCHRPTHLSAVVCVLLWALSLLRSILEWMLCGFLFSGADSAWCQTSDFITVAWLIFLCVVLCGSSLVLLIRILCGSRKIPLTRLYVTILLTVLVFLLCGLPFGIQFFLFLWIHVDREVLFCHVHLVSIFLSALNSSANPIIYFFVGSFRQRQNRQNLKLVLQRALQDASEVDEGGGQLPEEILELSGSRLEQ
TRPC6 inhibitor: mouse TRPC6 channel inhibitors, primary screen, cell-based, HEK293, membrane potential dye. actives 1.1% (n = 310,000). ACh-evoked depolarization; active compounds read low. B-score at 10 µM. AID 2553, 2010. Short transient receptor potential channel 6 (Mus musculus), Q61143;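 active means B-score under library mean minus 3 SD, initial fluorescence not abnormally high, positive integrated signal ratio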;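 further: B-score derived from integrated fluorescence ratio over the kinetic read; more negative B-score means stronger inhibition of depolarization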
MrgX1 antag: antagonists of human MrgX1 receptor, primary screen, HEK293 cells, Fluo-4 calcium flux; Mas-related G-protein coupled receptor member X1 (Homo sapiens), Q96LB2; BAM8-22 antagonism; active compounds read low; B-score at 10 µM; actives 1.3% (n = 310,000);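 active means calcium-response B-score plate-corrected more than 3 library SD below zero, starting fluorescence within 5 deviations, no agonist response on first addition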;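 further: peak minus trough fluorescence over baseline after final BAM8-22 challenge near maximal dose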
RGS4 inh: RGS4 inhibitors, primary screen, cell-based, HEK293 M3R inducible RGS4, calcium flux | Regulator of G-protein signaling 4 (Homo sapiens), P49798 | Fluo-4 calcium flux; active compounds read high; triggered by carbachol at its EC20 | B-score at 10 µM | actives 0.45% (n = 310,000) | AID 463165, 2010;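 active means B-score, a plate-corrected calcium signal, over three deviations above library mean, with baseline fluorescence within five deviations of library mean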;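 further: RGS4 expression induced by doxycycline in cells with stable M3 receptor; B-score is computed from the integrated fluorescence ratio over baseline after carbachol; higher B-score means a larger calcium signal and so more RGS4 inhibition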
Target sequence (P49798 whole entry, looked up): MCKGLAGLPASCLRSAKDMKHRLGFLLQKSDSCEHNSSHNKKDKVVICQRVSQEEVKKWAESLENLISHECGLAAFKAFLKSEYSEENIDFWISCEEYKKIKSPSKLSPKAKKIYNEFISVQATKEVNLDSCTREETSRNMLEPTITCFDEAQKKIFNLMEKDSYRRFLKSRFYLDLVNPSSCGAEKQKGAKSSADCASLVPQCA
TRPC4 block: inhibitors of mouse TRPC4 channel, primary screen, Fluo4 calcium, HEK293 TRPC4beta/mu-opioid cells; Short transient receptor potential channel 4 (Mus musculus), Q9QUQ5; DAMGO-evoked Fluo4 calcium flux; active compounds read low; B-score at 10 µM; actives 0.39% (n = 300,000); AID 2247, 2010;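 active means B-score over 3 SD under the library average, no early fluorescence shift, positive overall ratio signal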
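Assay system: Stable TRPC4beta/mu-opioid receptor HEK293 cells | Reagent: DAMGO in two steps, submaximal then maximal | Compound dosing: Single concentration per test compound | Signal: Fluo4 Ca2+ flux fluorescence | Evaluation: Per-well B score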
MrgX1 ag: agonists of human MrgX1 receptor, primary screen, HEK293 cells, Fluo-4 calcium flux; Mas-related G-protein coupled receptor member X1 (Homo sapiens), Q96LB2; Fluo-4 calcium fluorescence, agonist mode; active compounds read high; B-score at 10 µM; actives 0.44% (n = 310,000); AID 588627, 2011;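 active means calcium response B-score plate-corrected fluorescence ratio at least 3 library SD, with starting fluorescence B-score inside 5 SD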
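Material – MrgX1-expressing HEK293 cells · Input – 15,000 cells seeded per well · Dosing – compound as first of three additions · Times – overnight seeding, then 1 h dark dye loading · Measured by – kinetic Fluo-4 NW fluorescence of intracellular calcium · Read-out – B-scored fluorescence response ratio · Benchmarks – positive and negative control wells on each plate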
Starred values were filed as active, the others as inactive; i = inactive; x = no result given.

structure	TMEM16A act	TRPC4 block	RGS4 inh	MrgX1 ag	TRPC6 activator	TRPC6 inhibitor	MrgX1 PAM	TRPC4 agonist	MrgX1 antag	TMEM16A inh	TRPC4 potent
CC(C)c1cc(C(=O)N/N=C/c2cccnc2)cs1	i	i	i	i	i	i	i	i	i	i	i
Cc1cc(OCCCn2ccnc2)cc(C(C)C)c1	i	i	i	i	i	i	i	i	i	i	i
COCCN(C(=O)CCC(=O)Nc1nccs1)C(C(=O)NC(C)(C)C)c1ccc(Cl)cc1 (stereo not given)	i	i	i	i	i	i	i	i	i	i	i
CCN(CC)CC(=O)N(CC(=O)Nc1c(C)cc(C)cc1C)C1CCCCC1	i	i	i	i	i	i	i	i	i	i	i
O=C(CN1CCN(c2ccccn2)CC1)NC1CCCCC1	i	i	i	i	i	i	i	i	-5*	i	i
COc1cccc(-n2ccnc2SCC(=O)NCc2ccccc2)c1	i	i	i	i	i	i	i	i	i	i	i
Cc1cc(Nc2ccc(C(=O)O)cc2)n2nc(C)nc2n1	i	i	i	i	i	i	i	i	i	i	i
CCOc1ccc(S(=O)(=O)NC2CC2)cc1C(N)=O	i	i	i	i	i	i	i	i	i	i	i
C=CCSC1=C(C#N)C(c2ccccc2OC)CC(=O)N1 (stereo not given)	i	i	i	i	i	i	i	i	i	i	i
O=C(/C=C/c1cccc([N+](=O)[O-])c1)NCc1ccco1	i	i	i	i	i	i	i	i	i	i	i
Cn1c(C(=O)N/N=C/c2ccccc2)cc2ccccc21	i	i	i	i	i	i	i	i	i	i	i
COc1ccc(C2NC(=O)NC(C)=C2C(=O)OCc2ccc3c(c2)OCO3)cc1OC (stereo not given)	i	x	i	i	i	i	i	i	i	i	i
O=C(COc1ccc(Cl)cc1)Nc1ccc2c(c1)C(=O)NC2=O	i	i	i	i	i	i	i	i	i	i	i
COc1ccc(NC(=O)Cc2c(Cl)cccc2Cl)cn1	i	i	i	i	i	i	i	i	i	i	i
Cc1[nH]n(-c2ccccc2)c(=O)c1/C=C1/C=c2ccccc2=N1	i	i	i	x	i	i	x	i	x	x	i
CCc1cccc2c(C(=O)CSc3nncn3-c3ccccc3OC)c[nH]c12	i	i	i	i	i	i	i	i	i	i	i
NC(=O)c1cc2cc(Cl)ccc2oc1=O	i	i	i	i	i	i	i	i	i	i	i
Cc1ccc(-n2c(CNc3ccc(C)c(Cl)c3)n[nH]c2=S)cc1	i	i	i	i	i	i	i	i	i	i	i
CCOC(=O)C1CCCN(C(=O)c2ccc3c(c2)OCO3)C1 (stereo not given)	i	i	i	i	i	i	i	i	i	i	i
O=C(CCOc1ccccc1)N1CCN(c2ccc(O)cc2)CC1	i	i	i	i	i	i	i	i	i	i	i
Cc1ccc(N(C(=O)c2ccc3c(c2)OCO3)C2C=CS(=O)(=O)C2)cc1C (stereo not given)	i	i	i	i	i	i	i	i	i	i	i
O=C(O)/C=C/C(=O)Nc1ccc(Oc2ccc(NC(=O)/C=C/C(=O)O)cc2)cc1	x	i	i	i	i	i	i	i	i	i	i
O=C(Nc1nnc(C2CC2)s1)c1ccc(S(=O)(=O)c2ccccc2)cc1	i	i	i	i	i	i	i	i	i	i	i
COc1ccccc1NC(=O)Nc1nnc(CC(=O)Nc2ccccc2C)s1	i	x	i	i	i	i	i	i	i	i	i
O=C(Oc1coc(CSc2ncccn2)cc1=O)c1ccco1	i	i	i	i	i	i	i	i	i	i	i
O=C(NCC(=O)N1CCN(c2ccccc2O)CC1)c1ccc2ccccc2c1	i	i	i	i	i	i	i	i	i	i	i
CCOCCCNC(=O)C(c1ccc(OC)cc1)N(Cc1cccs1)C(=O)CNC(C)=O (stereo not given)	i	i	i	i	i	i	i	i	i	i	i
Cc1ccnc(NC(NC(=O)C(C)C)(C(F)(F)F)C(F)(F)F)c1	i	i	i	i	i	i	i	i	i	i	i
CN(c1ccc(C(=O)N2CCCCC2)cc1)S(C)(=O)=O	i	i	i	i	i	i	i	i	i	i	i
CCc1c(C(=O)N/N=C/c2ccc(OCc3ccc(F)cc3)c(OC)c2)nnn1-c1nonc1N	i	i	i	i	i	i	i	i	i	i	i
CCN1CCN(C(=O)C2CCCN(S(=O)(=O)c3cccc4nsnc34)C2)CC1 (stereo not given)	i	i	i	i	i	i	i	i	i	i	i
CCOC(=O)c1ccc(NC(=O)c2nc[nH]c2C(=O)N[C@@H](CCCCNC(=O)OC(C)(C)C)C(=O)OC(C)(C)C)cc1	i	x	i	i	i	i	i	i	i	i	i
COc1cc(C(=O)NC2CCN(Cc3ccccc3)CC2)cc(Cl)c1OC	i	i	i	i	i	i	i	i	i	i	i
COc1ccccc1CN1CCC(n2nccc2NC(=O)CCc2ccccc2)CC1	i	i	i	i	i	i	i	i	i	i	i
CCc1ncc(CN2CCC(C(=O)Nc3ccc(-n4nc(C)cc4C)cc3)CC2)cn1	i	i	i	i	i	i	i	i	i	i	i
O=C(/C=C/c1ccc2c(c1)OCO2)NCC1CCCO1 (stereo not given)	i	i	i	i	i	i	i	i	i	i	i
O=C(Cn1cccc1C(=O)c1ccccc1)NCCCN1CCOCC1	i	i	i	i	i	i	i	i	i	i	i
CCN(CC)C(=O)C(=O)Nc1ccc(OCc2ccccc2)cc1	i	i	i	i	i	i	i	i	i	i	i
CCN1C(=O)N[C@@H](CCc2ccccc2)[C@H](C(C)=O)[C@H]1C	i	i	i	i	i	i	i	i	i	i	i
Nc1cccn2c(-c3ccc(Cl)cc3)cnc12	i	i	i	i	i	i	i	i	i	i	i
CCOC(=O)c1c(C)oc2ccc(NS(=O)(=O)c3ccc(C(=O)O)cc3)cc12	i	i	i	i	i	i	i	i	i	i	i
O=C(c1cc(-c2cccc(Cl)c2)on1)N1CCCCCC1	i	i	i	i	i	i	12*	i	i	i	i
COc1ccc(S(=O)(=O)N2CCOCC2)cc1C(=O)N1CCCCCC1	i	i	i	i	i	i	i	i	i	i	i
O=C(NCc1ccccc1)C1=C[C@@H](C2CCCCC2)C[C@@H](OCc2ccc(CO)cc2)O1	i	i	i	i	i	i	i	151*	i	i	i
CC1CN(C(=O)CN2C(=O)c3ccccc3C2=O)CC(C)O1 (stereo not given)	i	i	i	i	i	i	i	i	i	i	i
CCc1n[nH]c(=S)n1/N=C/c1cc(OC)cc([N+](=O)[O-])c1O	i	i	i	i	i	i	i	i	i	i	i
Nc1c(-c2cccc(Cl)c2)cnn1-c1ccccc1	i	i	i	i	i	-7.1*	i	i	i	i	i
COc1cc(SC#N)ccc1N=Cc1c(C)[nH]n(-c2ccc(C)cc2)c1=O	i	i	i	i	i	i	i	i	i	i	i
O=C(CN1CCN(c2ncccn2)CC1)N(Cc1ccccc1)c1ccc(F)cc1	i	i	i	i	i	i	i	i	i	i	i
Cc1ccc(-c2noc(CCCN3C(=O)c4ccccc4C3=O)n2)cc1	i	i	i	i	i	i	i	i	i	i	i
Cc1cc(-c2ccc(/C=N/n3cnnc3)o2)c([N+](=O)[O-])cc1C	i	i	i	i	i	i	i	i	i	i	i
C=CCNC(=O)COc1coc(CN2CCN(Cc3ccccc3)CC2)cc1=O	i	i	i	i	i	i	i	i	i	i	i
Cc1cccc(Nc2nc(N)nc(CSc3nccc(C)n3)n2)c1	i	i	i	i	i	i	i	i	i	i	i
Fc1cccc(NC(=S)N2CCCC2)c1	i	i	i	i	i	i	i	i	i	i	i
FC(F)(F)Oc1ccc(NC(=S)NCCCN2CCOCC2)cc1	i	i	i	i	i	i	i	i	i	i	i
CCOC(=O)C1CCCN(C(=O)C(C)(C)Oc2ccc(Cl)cc2)C1 (stereo not given)	i	i	i	i	i	i	i	i	i	i	i
CNC(=O)c1ccc(-c2ccc(F)cc2)s1	i	i	i	i	i	i	i	i	i	i	i
O=C(O)CC1S/C(=N/N=C2CCCCC2)N(c2ccccc2)C1=O (stereo not given)	i	i	i	i	i	i	i	i	i	i	i
O=C(NCCc1ccccc1)c1cc2ncc(Br)cn2n1	i	i	i	i	i	i	i	i	i	i	i
CC1CCCCN1C(=O)CCNC(=O)Cn1cnc2ccccc2c1=O (stereo not given)	i	i	i	i	i	i	i	i	i	i	i

(continued)
structure	TMEM16A act	TRPC4 block	RGS4 inh	MrgX1 ag	TRPC6 activator	TRPC6 inhibitor	MrgX1 PAM	TRPC4 agonist	MrgX1 antag	TMEM16A inh	TRPC4 potent
O=C(O)CCCN1C(=O)C2C3CC(C2C1=O)C1C(c2ccccc2)c2sc(=O)[nH]c2SC31 (stereo not given)	i	i	i	i	i	i	i	i	i	i	i
CCOCC(=O)Nc1c(C)n(C)n(-c2ccccc2)c1=O	x	i	i	i	i	i	i	i	i	i	i
CC1CCC/C(=N\Nc2ccc(Cl)c(C(=O)O)c2)C1 (stereo not given)	i	i	i	i	i	i	i	i	i	i	i
COc1cc([N+](=O)[O-])ccc1NC(=S)Nn1cnnc1	i	i	i	i	i	i	i	i	i	i	i
COC(=O)CN(c1ccccc1C)S(C)(=O)=O	i	i	i	i	i	i	i	i	i	i	i
